# KAT2A inh – GCN5L2 (KAT2A) acetyltransferase inhibition; 390,000 compounds, 0.21% hits; Potency, µM (top dose mostly 58.9 µM), without a hit: at the top dose activity change, negative = inhibition, hits mostly inhibitors; Q92830; AID 504327; GCN5L2 HAT assay, ThioGlo1 CoA-SH fluorescence
# Target sequence (Q92830 whole entry, looked up): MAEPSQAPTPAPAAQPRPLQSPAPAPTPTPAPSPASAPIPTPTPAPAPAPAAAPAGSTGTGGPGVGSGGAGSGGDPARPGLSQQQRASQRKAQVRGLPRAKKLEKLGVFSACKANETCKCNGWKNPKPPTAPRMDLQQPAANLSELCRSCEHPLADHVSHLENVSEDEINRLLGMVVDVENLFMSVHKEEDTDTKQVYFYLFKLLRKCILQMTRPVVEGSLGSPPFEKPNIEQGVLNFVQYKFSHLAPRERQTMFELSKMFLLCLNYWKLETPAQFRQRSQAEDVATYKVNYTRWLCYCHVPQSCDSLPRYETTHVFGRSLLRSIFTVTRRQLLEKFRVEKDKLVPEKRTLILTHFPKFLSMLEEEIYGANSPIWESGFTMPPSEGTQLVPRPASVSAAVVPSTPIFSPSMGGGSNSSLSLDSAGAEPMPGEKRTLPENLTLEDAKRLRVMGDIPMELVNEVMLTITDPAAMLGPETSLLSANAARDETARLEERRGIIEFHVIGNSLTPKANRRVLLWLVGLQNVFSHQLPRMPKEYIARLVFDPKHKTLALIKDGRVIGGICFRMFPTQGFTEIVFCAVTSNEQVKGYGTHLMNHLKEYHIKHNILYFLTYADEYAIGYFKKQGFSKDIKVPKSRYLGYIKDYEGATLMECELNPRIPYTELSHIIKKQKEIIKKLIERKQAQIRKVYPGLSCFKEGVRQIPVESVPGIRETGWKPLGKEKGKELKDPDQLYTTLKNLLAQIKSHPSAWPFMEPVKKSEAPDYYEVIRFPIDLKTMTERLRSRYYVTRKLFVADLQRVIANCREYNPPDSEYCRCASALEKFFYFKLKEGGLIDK
#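 qHTS, 1536-well. 20nM enzyme, pH 7.5 HEPES/EDTA/Tween-20 buffer; 15 min compound preinc., RT. Start: 75uM H3(1-25), 70uM AcCoA, 50uM ThioGlo1. Read Ex340/Em540 at t=0 (autofluorescence flag) and t=20 min.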
# TDP1 cell noCPT – qHTS for Inhibitors of human tyrosyl-DNA phosphodiesterase 1 (TDP1): qHTS in cells in absence of CPT; Potency, µM (series often up to 46.2 µM), for inactives: at the top dose activity change, negative = growth inhibition, most hits filed as inhibitors; DT40 Tdp1-/- hTDP1 cells, no CPT, ATP luminescence, 48 h; 420,000 compounds, 15% hits; AID 686978, 2013; note: nearly all actives have a fitted effect of over 55% in size
#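 Cells were dispensed at 400 per well, compounds added by pin tool, plates incubated ≥48 hr at 37 °C, then CellTiter-Glo added for 30 min at room temperature before luminescence reading. Line: DT40 Tdp1-/- complemented with hTDP1; camptothecin omitted.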
# TDP1 cell CPT – growth inhibition of DT40 Tdp1-/-;hTDP1 cells with camptothecin (screen for TDP1 inhibitors) | chicken DT40 Tdp1-/-;hTDP1 cells + 20 nM CPT, ATP luminescence, 48 h | Potency, µM (doses to about 46.2 µM), for inactives: at the top dose activity change, negative = growth inhibition, hits mostly inhibitors | AID 686979 | 420,000 compounds, 12% hits; note: nearly all actives have a fitted effect of over 55% in size
#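 Chicken DT40 Tdp1-/- cells complemented with human TDP1, 400 cells/well, exposed to compounds plus 20 nM camptothecin for at least 48 h at 37 C; viability read as ATP content by CellTiter-Glo luminescence.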
# An asterisk follows results filed as active; ? = inconclusive; nt = no result given; & = joins results of further samples; [ ] = remark or other dose. Calls come from the whole dose curve; as a rule, active = well fitted curve in the direction sought with a large enough effect; inconclusive = small, poorly fitted or top-dose-only effect, or another doubt; inactive = no such curve, though single readings can be large; an effect the other way counts as inactive or inconclusive. % is set by controls: 0 for no effect and ±100 for the full control effect; potency is the fitted concentration of half-maximal effect. An excerpt; rates above refer to the full screens.
# Under each structure – KAT2A inh	TDP1 cell noCPT	TDP1 cell CPT
- O=C(CCn1c(=S)[nH]c2cc3c(cc2c1=O)OCO3)NCCc1ccccc1Cl
  nt	-18%	-11%
- Cc1nc2ccc([N+](=O)[O-])cc2c(=O)n1Cc1ccc([N+](=O)[O-])cc1
  -2%	?	?
- COc1ccccc1NCC(=O)N1CCN(S(=O)(=O)c2ccccc2)CC1
  -13%	-2%	?
- CCCCN(C(=O)CSc1nnnn1-c1ccccc1OC)C1CCS(=O)(=O)C1 (centres undefined)
  -3%	-6%	-1%
- O=C(c1ccc(CS(=O)(=O)c2ccc(Br)cc2)o1)N1CCCCCC1
  -3%	?	?
- Cc1ccc(CN2CCNC(=O)C2CC(=O)NCCCn2cccn2)o1 (centres undefined)
  -15%	18%	11%
- Cc1nc2nc(CNC(=O)OC(C)(C)C)nn2c(C)c1CCC(=O)NCc1ccc(F)cc1
  2%	-16%	1%
- Oc1oc(-c2ccccc2)nc1/C=N/c1nccs1
  -5%	-1%	-24%
- Cc1cc(C)cc(OCCn2c(CCNC(=O)C3CCCCC3)nc3ccccc32)c1
  -4%	?	?
- CCCCCCN1C=CC=C/C1=C\C=C(C#N)C#N
  0%	-28%	3%
- COc1cc(OC)cc(-n2c(=O)c3ccccc3n(CC(=O)NCCc3ccc(OC)c(OC)c3)c2=O)c1
  -4%	-27%	-12%
- O=C(Nc1ccc(F)cc1)c1ccc(NC(=O)C2CCCO2)cc1 (centres undefined)
  -6%	-16%	-2%
- CCN1CCN(c2ccc(NC(=O)c3ccc4c(c3)[nH]c(=O)n4Cc3ccc(F)cc3)cc2)CC1
  -5%	29µM*	18µM*
- CCn1nc(-c2ccc(C)cc2)nc2c(=O)n(C)c(=O)nc1-2
  nt	2.2µM*	1.6µM*
- C[C@H](CO)N1C[C@H](C)[C@H](CN(C)S(=O)(=O)c2ccccc2)Oc2c(NS(C)(=O)=O)cccc2C1=O
  0%	-6%	7%
- COc1ccc2c(c1)CCO[C@]21O[C@H](CCO)C[C@H](O)[C@H]1O
  nt	-9%	-5%
- COc1ccc(CCn2cc3c(c2-c2ccccc2Br)c(=O)n(C)c(=O)n3C)cc1OC
  -7%	16µM*	21µM*
- CCN1CCN(Cc2c(O)ccc3c(C)c(-c4ccccc4)c(=O)oc23)CC1
  -26%	16µM*	?
- COc1cc(NC(=O)CCc2c(C)nc3cc(-c4ccccc4)nn3c2C)cc(OC)c1OC
  -8%	21µM*	?
- Cc1cccc2cc(CN(Cc3ccccc3)C(=S)NCCCN(C)C)c(=O)[nH]c12
  3%	?	?

# Profiles, quoted from the list. Values in the order: KAT2A inh | TDP1 cell noCPT | TDP1 cell CPT
# Record of C[C@H](CO)N1C[C@H](C)[C@H](CN(C)S(=O)(=O)c2ccccc2)Oc2c(NS(C)(=O)=O)cccc2C1=O → 0% | -6% | 7%
# Record of O=C(Nc1ccc(F)cc1)c1ccc(NC(=O)C2CCCO2)cc1 (centres undefined) → -6% | -16% | -2%
# Record of COc1cc(NC(=O)CCc2c(C)nc3cc(-c4ccccc4)nn3c2C)cc(OC)c1OC → -8% | 21µM* | ?
# Record of COc1cc(OC)cc(-n2c(=O)c3ccccc3n(CC(=O)NCCc3ccc(OC)c(OC)c3)c2=O)c1 → -4% | -27% | -12%
# Record of CCn1nc(-c2ccc(C)cc2)nc2c(=O)n(C)c(=O)nc1-2 → nt | 2.2µM* | 1.6µM*

# Later entries
# Under each structure – KAT2A inh	TDP1 cell noCPT	TDP1 cell CPT
- c1ccc(C(=C2CCCO2)c2ccccc2)cc1
  nt	-6%	-7%
- COc1ccc(C)cc1S(=O)(=O)N1CCCCCC1
  -25%	-11%	?
- COc1ccccc1C(=O)Nc1ccccc1C(=O)NC1CCCCC1
  2%	?	?
- COc1cc(C(=O)Nc2ccc(Br)cc2C(=O)c2cc(OC)c(OC)c(OC)c2)cc(OC)c1OC
  2%	3.7µM*	13µM*
- NS(=O)(=O)c1ccc(CCNC(=O)COC(=O)c2ccc([N+](=O)[O-])o2)cc1
  -1%	-21%	7%
- Clc1ccc(CNc2ncccn2)cc1
  29%	-7%	1%
- Cc1cccc(-n2c(C)cc(C(=O)C(=O)Nc3nncs3)c2C)c1
  -6%	-1%	-9%
- Cn1c(N)c(C(=O)COC(=O)C2(c3ccccc3F)CCCC2)c(=O)n(C)c1=O
  -9%	?	?
- Cc1cc(C)c2c(CC(=O)Nc3c(C(=O)Nc4ccc(Cl)cc4)oc4ccccc34)coc2c1
  -9%	?	?
- N#Cc1cc2c(=O)n3ccccc3nc2n(-c2ccccc2Cl)c1=O
  -12%	?	7.3µM*
- Cc1c(CCOC(=O)C23CC4(C)CC(C)(CC(C)(C4)C2)C3)sc[n+]1CC(=O)c1ccccc1
  -12%	?	?
- COCCn1c(C)cc(C(=O)COc2ccc(C)nc2[N+](=O)[O-])c1C
  -10%	?	?
- CN(/N=C/c1cccnc1)c1cnc2ccccc2n1
  -17%	?	-28%
- O=C(/C(=C/O)N=Nc1ccccc1Cl)c1ccccc1
  -6%	?	?
- COc1ccc(C(=O)NC2CC(C)(C)Cc3c2cnn3-c2ccccc2C)o1 (centres undefined)
  2%	?	?
- CCCc1cc(=O)n2[nH]c(NCc3ccc(OC)cc3)nc2n1
  2%	5%	17%
- CCCCN1CC(N2CCCCC2)CS1(=O)=O (centres undefined)
  nt	6%	10%
- COc1ccc(NC(=O)c2cc(-c3sc(NC(=O)c4ccccc4)nc3C)n(Cc3ccccc3)n2)cc1
  nt	?	-23%
- Cc1ccccc1C(=O)Nc1nnc(CC(=O)N/N=C/c2ccco2)s1
  -6%	-2%	-3%
- CCCCOc1ccc(-c2c(C#N)c(N)nc(SCC(N)=O)c2C#N)cc1
  -16%	?	6%
- O=C(Nc1ncc(Cc2cccc(Cl)c2Cl)s1)c1ccc([N+](=O)[O-])cc1
  -2%	16µM*	13µM*
- CC(C)C(C(=O)NC1CCCC1)N(CC1CCCO1)C(=O)CNS(=O)(=O)c1ccccc1 (centres undefined)
  -1%	-1%	-5%
- CCSc1nnc2nc3[nH]c4c(C)cccc4c3nn12
  1%	-2%	-28%
- O=C(c1ccc(Cl)cc1)N1N=CCC1(O)c1ccc(Cl)cc1 (centres undefined)
  ?	?	?
- CN(C(=O)CSc1nc2scc(-c3ccccc3)c2c(=O)[nH]1)c1ccccc1
  -7%	?	?
- COCCN1C(=O)CCC1(C)C(=O)NC1CCCCC1 (centres undefined)
  nt	10%	8%
- COc1ccc(C(=O)Nc2cccnc2Sc2ccc(Cl)cc2)cc1
  -3%	?	-20%
- CN(C)/C=C(\c1cnc(Cl)s1)S(=O)(=O)c1ccccc1
  39%[activator]	-16%	-2%
- O=C(Cc1ccccc1Cl)N1CCN(c2ccccn2)CC1
  -1%	-10%	-13%
- O=C1NC[C@@H](CCCCN2C[C@H](Cc3ccccc3)N(CCc3ccc(O)cc3)C(=O)C2=O)N(Cc2ccccc2)C1=O
  nt	4%	-7%
- COc1ccc(N(Cc2cc3cc(C)ccc3[nH]c2=O)C(C)=O)cc1
  -5%	-1%	6%
- COc1cccc(-c2noc(-c3ccc4c(c3)OCO4)n2)c1
  -4%	?	5%
- S=C(NCc1ccco1)N1CCN(c2nc(-c3ccc(Cl)cc3)cs2)CC1
  -8%	?	?
- COC(=O)C1=C(C)N(Cc2ccco2)C(=O)C1
  0%	-18%	-9%
- CCSC1=C(C#N)C(c2ccc(C)s2)CC(=O)N1 (centres undefined)
  1%	-12%	-22%
- Cn1cccc1CC(=O)NNC(=S)Nc1ccc(Cl)cc1
  1%	-3%	9%
- CCOc1ccc(C(=O)CCC(=O)Nc2ccc(C)cn2)cc1
  2%	-16%	-10%
- Cc1cccc(NC(=O)C(C)Sc2nc3ccccc3c(=O)n2CCCN2CCOCC2)c1 (centres undefined)
  -5%	-22%	23µM*
- O=C(CCN1C(=O)/C(=C/c2ccccc2Cl)SC1=S)NC1C=CS(=O)(=O)C1 (centres undefined)
  -2%	23µM*	18µM*
- O=C(CSc1ncccn1)NN=C1CCCCCCC1
  -1%	-21%	-4%
- CCCCCCCn1c(=O)c(C(=O)OC)c(N)c2ccccc21
  -7%	3.3µM*	3.3µM*
- CSCCC(NC(=O)c1cccc(C)c1)C(=O)OCN1C(=O)c2ccccc2C1=O (centres undefined)
  -6%	-5%	-1%
- O=C(CSc1ncnc2sc(-c3ccccc3)cc12)NC1CCS(=O)(=O)C1 (centres undefined)
  -2%	15µM*	-52%
- CCc1ccc(-n2c(C)cc(/C=N/NC(=O)OC)c2C)cc1
  2%	26µM*	?
- Cc1cc(S(=O)(=O)n2[nH]c(=O)c(CCO)c2C)c(Cl)cc1Cl
  -15%	?	16µM*
- COc1cccc(NC(=O)N2CCCC2C(=O)NC(C)C)c1 (centres undefined)
  -13%	0%	-1%
- COc1cc(NC(=O)c2ccccc2[N+](=O)[O-])ccc1NC(=O)C(C)C
  2%	-9%	-18%
- CCCC1(CCC)NC(=O)N(CC(=O)Nc2cccc(OC)c2)C1=O
  -1%	-10%	-11%
- COc1cc(NC(=O)CN2C(=O)NC(CC(C)C)C2=O)cc(OC)c1OC (centres undefined)
  0%	5%	4%
- Fc1ccc(-c2n[nH]c(=S)c3ccccc23)cc1
  -3%	?	-2%

# Remaining list, next part
# Under each structure – KAT2A inh	TDP1 cell noCPT	TDP1 cell CPT
- CCOC(=O)c1cc(NC(=O)c2c(C)noc2C)cc(C(=O)OCC)c1
  -3%	-13%	-22%
- N#Cc1nc(-c2ccccc2Cl)oc1N1CCCCC1
  -4%	9.2µM*	?
- O=C1CCN(CCc2ccccc2)CCN1CCO
  -2%	-12%&-1%	4%&-2%
- O=C(NCCc1ccc(Cl)cc1)C1CCCN(S(=O)(=O)N2CCCCCC2)C1 (centres undefined)
  -6%	16µM*	18µM*
- CC(C)CC[n+]1ccccc1/C=C/c1ccc(N(C)C)cc1
  -5%	0.026µM*	0.018µM*
- Cc1ccc2nc(CN3CCN(C(=O)Nc4cccc(C)c4C)CC3)oc2c1
  23%	-4%	?
- Cc1cccc([C@@H]2[C@@H]3C(=O)N(Cc4ccccc4)C(=O)[C@@H]3[C@]3(Cc4ccccc4)C(=O)N(c4cccc(F)c4)C(=O)N23)c1
  -8%	-16%	-2%
- C[C@H](N)c1nnc(SCC(=O)N(C)C)o1
  1%	3%	-3%
- CCCCn1c(N)c(N(CCOC)C(=O)c2cc3c(s2)CCC(C)C3)c(=O)[nH]c1=O (centres undefined)
  -5%	-28%	6%
- CC(=O)Nc1ccc(S(=O)(=O)Nc2ccc(S(=O)(=O)Nc3nccs3)cc2)cc1
  -6%	-11%	?
- O=C(O)c1cccc(CN2C(=O)c3ccccc3C2=O)c1
  1%	-4%	19%
- O=C(c1cccc(S(=O)(=O)NCc2ccccc2)c1)N1CCN(Cc2ccccc2)CC1
  -9%	?	?
- CCn1nnc(NC(=O)c2c(OC)cccc2OC)n1
  2%	-4%	8%
- CCc1nc2ccc(C(=O)Nc3cccc(NS(C)(=O)=O)c3)cn2c1N(C)CCCc1ccccc1
  nt	?	?
- CCOC(=O)c1cnc2c(C)cccc2c1NCc1ccco1
  -3%	-19%	-25%
- COc1cccc(-n2c(SCC(N)=O)nc3ccccc3c2=O)c1
  -15%	10%	-29%
- COc1cccc(NC(=O)CN(C)C(=O)CC(NC(=O)c2ccccc2Cl)c2ccccc2)c1 (centres undefined)
  3%	7%	-2%
- O=C(COC(=O)c1ccc(F)c(S(=O)(=O)N2CCOCC2)c1)c1ccc(Cl)cc1
  -12%	-5%	-11%
- Cc1ccc(S(=O)(=O)N2CCOC23CCN(S(=O)(=O)c2c(C)cc(C)cc2C)CC3)cc1
  -13%	?	18µM*
- CCCCN1C(=O)C(O)=C(C(C)=O)C1c1ccc(OC)cc1OC (centres undefined)
  -2%	-29%	4%
- O=C(Cn1nnc2ccccc21)N/N=C\C=C\c1ccccc1
  0%	-10%	0%
- CCc1sc(C(=O)NCCc2ccc(S(N)(=O)=O)cc2)cc1Br
  -10%	16µM*	?
- CCCCc1ccc(NC(=O)CSc2nc(=O)[nH]c3c2CCCC3)cc1
  -28%	?	?
- CC(CCc1ccccc1)N1CCN(Cc2ccccc2)CC1 (centres undefined)
  -5%	-17%	-4%
- COc1ccccc1N1CCN(C[C@@H](C(=O)NC(C)(C)C)c2ccccc2)CC1
  -8%	?	-35%
- CCOC(=O)N1CCN(C(=S)Nc2cc(S(=O)(=O)N3CCOCC3)ccc2Cl)CC1
  -2%	18µM*	?
- Cc1ccc(N(C(=O)Cn2nnc3ccccc32)C(C(=O)NCc2ccco2)c2cccnc2)cc1 (centres undefined)
  -2%	-30%	-25%

# Screening data (PubChem BioAssay)
